Screening data (PubChem)
MITF primary = MITF inhibitors, primary screen, biochemical, AlphaScreen, human; AlphaScreen MITF homodimerization, bead proximity signal; 650,000 compounds, 0.91% hits; inhibition, % at 2.6 µM; Microphthalmia-associated transcription factor (Homo sapiens), O75030; in the data active = inhibition above about 50%;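 note: 0% = vehicle wells with protein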
GPR151 activ = activators of human GPR151, primary screen, cell-based, PathHunter beta-arrestin, luminescence | G-protein coupled receptor 151 (Homo sapiens), Q8TDV0 | PathHunter beta-arrestin GPR151 cells | activation, % at 11.2 µM | 650,000 compounds, 1% hits | AID 1508602, 2020; in the data active = activation above about 4.9%;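 note: 0% = median of compound wells and 100% = cells with positive control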
Target sequence (Q8TDV0 whole entry, looked up): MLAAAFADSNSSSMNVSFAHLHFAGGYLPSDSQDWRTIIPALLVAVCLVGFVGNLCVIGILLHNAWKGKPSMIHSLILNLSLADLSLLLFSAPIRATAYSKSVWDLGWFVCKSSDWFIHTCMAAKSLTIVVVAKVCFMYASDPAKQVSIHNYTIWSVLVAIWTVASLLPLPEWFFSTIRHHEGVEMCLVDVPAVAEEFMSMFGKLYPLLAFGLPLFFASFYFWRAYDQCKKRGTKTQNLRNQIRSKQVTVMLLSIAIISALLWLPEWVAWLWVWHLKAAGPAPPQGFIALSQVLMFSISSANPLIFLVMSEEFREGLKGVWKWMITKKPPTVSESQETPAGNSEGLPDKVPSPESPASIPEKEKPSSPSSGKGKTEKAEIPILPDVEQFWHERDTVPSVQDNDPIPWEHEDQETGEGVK
FBW7 activator = FBW7 E3 ligase activators, primary screen, biochemical, AlphaScreen, human. F-box/WD repeat-containing protein 7 (Homo sapiens), Q969H0. AlphaScreen FBW7–phospho-cyclin E peptide binding, activator screen. normalized activity (activation), % at 26.1 µM. 650,000 compounds, 0.13% hits. AID 1259310, 2017; in the data active = normalized activity above about 1.9%;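 note: purified mutant Fbw7 with reduced substrate affinity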
Target sequence (Q969H0 whole entry, looked up): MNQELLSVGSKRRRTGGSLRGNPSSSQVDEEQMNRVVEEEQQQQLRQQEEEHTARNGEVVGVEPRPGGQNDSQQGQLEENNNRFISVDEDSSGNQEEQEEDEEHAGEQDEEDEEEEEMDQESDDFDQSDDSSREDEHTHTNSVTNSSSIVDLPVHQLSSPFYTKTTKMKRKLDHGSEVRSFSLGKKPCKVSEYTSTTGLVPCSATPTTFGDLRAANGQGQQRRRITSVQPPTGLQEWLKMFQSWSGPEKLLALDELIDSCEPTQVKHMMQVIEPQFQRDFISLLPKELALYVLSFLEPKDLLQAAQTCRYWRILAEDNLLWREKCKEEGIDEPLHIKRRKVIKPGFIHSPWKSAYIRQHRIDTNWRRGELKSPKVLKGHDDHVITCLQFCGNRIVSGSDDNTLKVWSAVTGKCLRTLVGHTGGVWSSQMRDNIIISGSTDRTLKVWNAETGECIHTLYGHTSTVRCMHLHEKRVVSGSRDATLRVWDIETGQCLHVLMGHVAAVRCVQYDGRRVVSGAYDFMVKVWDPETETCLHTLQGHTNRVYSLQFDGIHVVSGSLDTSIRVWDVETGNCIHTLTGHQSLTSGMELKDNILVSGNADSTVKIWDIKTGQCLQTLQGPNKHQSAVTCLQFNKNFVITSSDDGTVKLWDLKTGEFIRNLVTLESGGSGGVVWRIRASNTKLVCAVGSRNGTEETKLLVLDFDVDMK
TEAD-YAP inh = TEAD-YAP interaction inhibition, primary screen, TEAD-YAP interaction inhibitor project, luminescence, HEK-TIYL cells | inhibition, % at 9.12 µM | AID 1259422, 2018 | TEAD-Gal4/YAP UAS-luciferase luminescence | 640,000 compounds, 1.4% hits; in the data active = inhibition above about 32%;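 note: 0% = median of test compound wells and 100% = reference inhibitor wells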
* hit, by the source's call; & = joins results of further samples. The order is random. About 3.4% of those tested had a hit in this group.

SMILES	MITF primary	GPR151 activ	FBW7 activator	TEAD-YAP inh
O=C(O)c1cccc([N+](=O)[O-])c1C(=O)Nc1cccnc1	12	-1.3	0.6	6
Cc1ccc(C2CC(=O)C(C=NCCN3CCN(CC(=O)Nc4cc(C)cc(C)c4)CC3)=C(O)C2)cc1 (stereo not given)	9	0.1	-0.1	16
CC(=O)c1ccc(NC(=O)CSc2nc(O)c(-c3ccccc3)c(=O)[nH]2)cc1	2	0.4	-0.2	-14
CCn1c(SCC(=O)N/N=C/c2ccccn2)nnc1-c1ccccc1	7	-0.2	-0.1	11
Cc1ccc(NC(=O)COc2ccc(C=O)cc2)cc1C	-1	-1.9	0.8	-28
COc1ccc2cc(C(=O)Nc3ccccc3)c(=O)oc2c1	3	-0.9	-0.1	-42
COCCN1CCCc2ccc(NS(=O)(=O)c3ccc(C(C)C)cc3)cc21	5	0.8	0.0	6
CC[n+]1c(/C=C2\Sc3cc(NC(C)=O)ccc3N2C)ccc2ccccc21	13	0.0	-0.1	10
COc1ccc(-c2noc(CNC(=O)c3cccc(I)c3)n2)cc1	2	1.6	-0.2	-16
Nc1nccc(-c2ccc3nc(C4COc5ccc(C(=O)NC6CCCCC6)cc5C4)[nH]c3c2)n1 (stereo not given)	0	0.7	6.0*	6
O=C(c1ccc2c(=O)n(CCc3ccccc3)c(SCc3cccc(Cl)c3)nc2c1)N1CCCCC1	15	-0.8	0.5	-3
Cc1[nH]nc2c1C(c1cccc(OCc3ccccc3Cl)c1)C(C#N)=C(N)O2 (stereo not given)	2	-0.5	-0.1	-2
NC1=NC(=Nc2cccc(F)c2)c2ccccc21	-3	0.6	0.0	0
CCc1ccc(-n2c(CSc3nnc(-c4ccc(OC)cc4)n3-c3ccccc3)nc3ccccc3c2=O)cc1	17	-0.8	0.5	3
Cc1c(Cl)cccc1NC(=O)CCC(=O)O	16	1.3	0.0	-2
CCOC(=O)C1=C(C)N(c2ccc(N(C)C)cc2)C(C)=C(C(=O)OCC)C1c1ccccc1Br	-1	-0.1	-0.1	6
CCC(=O)Nc1ccc(NC(=O)C2CCCCC2)nc1	14	-1.0	0.1	2
CCSc1sc(CC)cc1C1C(C#N)=C(N)N(N(C)C)C2=C1C(=O)CCC2 (stereo not given)	4	0.6	-0.1	-9
CC1=C(C(=O)OCC(C)C)C(c2ccc(F)cc2)C2=C(CC(c3ccccc3)CC2=O)N1 (stereo not given)	-15	0.2	0.0	12
Cc1cccc(C(=O)N2N=C(c3cccnc3)CC2(O)C(F)(F)F)c1O (stereo not given)	0	-0.7	0.0	1
O=C(NC1CCCCC1)c1ccc2c(c1)NC(=O)c1ccccc1S2	4	0.6	-0.1	-4
COc1ccc(S(=O)(=O)N(CCc2ccccc2)CC(=O)Nc2cccc(Cl)c2C)cc1	1	0.8	0.3	-14
COC(=O)c1c(NC(=O)c2sc3ncn(C)c(=O)c3c2C)sc2c1CCCC2	14	-2.1	0.1	-8
COc1ccc(S(=O)(=O)Nc2cc3c(cc2C(C)=O)OCO3)cc1[N+](=O)[O-]	0	1.2	0.1	-7
O=C(NCc1ccccc1Cl)C1CCCCC1	7	0.0	-0.1	-7
CCOc1cccc(C(=O)Nc2nnc(-c3cccc(OCC)c3)s2)c1	0	0.1	0.1	-5
CCc1ccc(-n2c(=S)sc3c(=O)n(-c4ccccc4C)c(SCC(=O)N(CC)CC)nc32)cc1	0	-0.2	-0.1	-9
CCCS(=O)(=O)NCc1nc(N2CCCC2)c2cc(Cl)ccc2n1	16	0.0	-0.1	4
CCOC(=O)c1c(NC(=O)c2ccccc2F)sc(C(=O)Nc2cccc([N+](=O)[O-])c2)c1C	-10	-1.6	-0.4	-5
C=CCn1c(SCc2ccncc2)nc2cc(C(=O)N3CCOCC3)ccc2c1=O	-7	-1.1	-0.1	-11
NC(=O)C1CCN(C(=O)/C(=C\c2ccccc2)NC(=O)c2ccccc2)CC1	4	1.0	-0.1	13
O=C(CN1CCN(Cc2ccccc2)CC1)Nc1nc2ccc([N+](=O)[O-])cc2s1	17	-1.0	0.4	9
COc1cccc(-c2csc(/C(C#N)=C\c3ccc(C)o3)n2)c1	4	-0.1	0.2	-18
Fc1ccc(-c2cc(-c3ccccc3)nc(Cl)n2)cc1	-5	1.9	0.1	15
CCCCC1CN(CCC(=O)NCc2ccon2)Cc2ccccc2O1 (stereo not given)	15	0.3	0.1	-1
Nc1nc(N)nc(-c2ccc(Br)cc2)n1	14	-0.6	0.0	-57
O=C(Nc1ccc2[nH]ncc2c1)[C@@H]1CCCN1C(=O)C(O)c1ccc(F)cc1F (stereo not given in full)	6&-6	-0.7&-0.1	0.0&-0.6	10&-3
CN(c1ccc(C(=O)N2CCOCC2)cc1)S(=O)(=O)c1ccccc1	-8	0.8	-0.2	-8
COc1ccc(OCc2cc(C(=O)N(C)Cc3nonc3C)no2)c(Cl)c1	13	1.1	-0.1	-62
Cc1cc(C(=O)Nc2cccc3ccccc23)co1	1	-0.6	-0.2	-8
O=C(Nc1cccc(C(F)(F)F)c1)c1cnn2c(C(F)(F)F)cc(-c3ccco3)nc12	2	-1.1	0.0	2
O=S1(=O)NC(=NCc2ccc(Cl)cc2)c2ccccc21	10	0.9	0.3	-3
CN1C(=O)/C(=C\c2ccc(C(=O)N3CCN(c4ccccc4)CC3)cc2)Oc2ccccc21	1	-0.4	-0.1	-16
CCOC(=O)C(CC)Oc1ccc2c(C)c(Cc3ccccc3)c(=O)oc2c1 (stereo not given)	8	0.2	0.2	5
CCOc1cccc(-n2c(O)c(C=NCCc3c[nH]c4ccccc34)c(=O)[nH]c2=O)c1	10	0.3	0.0	5
O=C(NCc1cccc(C(F)(F)F)c1)c1ccc2nc(NCc3ccc4c(c3)OCO4)sc2c1	-7	1.8	0.1	-2
Brc1ccc2nc(C3CCCN3Cc3ccccc3)[nH]c2c1 (stereo not given)	19	0.2	-0.1	5
COc1ccc(-n2ncc3c(NCCO)ncnc32)cc1	10	0.9	-0.1	-53
COc1ccc(C2C=C(c3ccc(C)cc3)Nc3nc4ccccc4n32)cc1OC (stereo not given)	-9	-4.8	-0.2	-11
COc1cc2c(c(OC)c1OC)C(c1cc(Br)ccc1F)CC(=O)N2 (stereo not given)	2	-0.6	0.0	0
CCOc1ccc(NC(=O)CSCC(=O)Nc2ccc(Br)cc2)cc1	16	0.6	0.6	-1
Clc1ccc2nc(NCc3cccnc3)nc(-c3ccccc3)c2c1	-11	-0.3	0.0	-5
COc1ccccc1C(=O)NCc1nnc(SCC(=O)N2CCCc3ccccc32)n1-c1ccc(Br)cc1	-5	0.2	-0.2	10
O=C(NCCCO)C(=O)NCc1ccccn1	14	-0.2	0.1	-2
COc1ccc(C2C3=C(NCCN=C3c3ccccc3)C(=O)N2c2ccccc2)cc1OC (stereo not given)	12	0.0	0.0	-1
CC(C)c1ccc(-c2nc(N3CCOCC3)nc3n[nH]c(N)c23)cc1	1	-1.1	0.2	-12
CCOC(=O)c1sc2nc(SCC(=O)c3ccccc3)n(Cc3ccc(Cl)cc3)c(=O)c2c1C	0	-0.7	-0.1	-9
COc1ccc2[nH]c(=O)c(CN(C)C(=O)c3ccc(C)cc3)cc2c1	8	-0.4	0.0	1
CC(=O)OC1C(=O)c2ccccc2C(=O)C1OC(C)=O (stereo not given)	18	-2.6	0.0	8
COc1ccc(Cl)cc1-n1c(C)cc(C=C2C(=O)NC(=S)NC2=O)c1C	12	-0.7	-0.5	-5
(further entries)
SMILES	MITF primary	GPR151 activ	FBW7 activator	TEAD-YAP inh
CC(C)OC(=O)c1ccc(N2C(=O)C3C4CCC(C4)C3C2=O)cc1 (stereo not given)	12	-1.0	-0.1	-41
CCOC(=O)C1=C(C)N=c2s/c(=C\c3ccc(OCc4ccccc4)c(OC)c3)c(=O)n2C1c1ccc(OC)c(OC)c1 (stereo not given)	7	1.5	0.1	-5
CC(=O)c1cccc(NC(=O)CN(CCc2ccccc2)S(=O)(=O)c2ccc(C)cc2)c1	10	-0.8	0.2	1
Cc1cccc(OC(C)C(=O)NN)c1C (stereo not given)	1	-2.1	-0.2	4
CC(C(=O)NCc1ccccc1)C(=O)Nc1ccccc1C(=O)O (stereo not given)	15	-0.4	0.0	0
CC1(C)OC2COC(n3ccc(=O)[nH]c3=O)C(O)C2O1 (stereo not given)	7	-0.7	0.1	-7
Cc1cc(=O)c2n(Cc3ccc(Cl)cc3)nc[n+]2[nH]1	1	0.3	0.1	3
CCN(CC)S(=O)(=O)c1ccc2c(c1)N(CC(=O)NCCOC)C(=O)CO2	-18	0.5	-0.7	-33
CCCn1c(SCC(=O)Nc2ccc(F)c([N+](=O)[O-])c2)n[nH]c1=O	-2	-0.9	-0.1	0
Cc1ccc2sc(N3CCN(C(=O)c4ccc5ncsc5c4)CC3)nc2c1C	14	2.3	0.2	6
CCOc1ccc(Nc2nc(N)c(C(=O)C(C)(C)C)s2)cc1	7	1.1	-0.1	-59
COC(=O)c1ccccc1NC(=S)NC(=O)COc1ccccc1	7	0.7	0.1	0
N#CC1=C(N)Oc2cc(N)ccc2C1c1ccc(C(F)(F)F)cc1 (stereo not given)	10	0.4	-0.1	6
O=S(=O)(NC1CCCCC1Sc1nncn1/N=C/c1ccco1)c1ccccc1 (stereo not given)	-7	-0.8	0.0	-1
Cc1nc(NCC(C)(C)C)sc1-c1ccn(C)n1	-3	0.2	0.2	-15
CCOCCCNC(=O)CCc1nnc2ccc(N3CCN(C)CC3)nn12	4	1.2	-0.1	1
FC(F)(F)Oc1ccc(Nc2nc(NCc3ccccc3)nc(N3CCOCC3)n2)cc1	5	1.9	0.1	-4
O=C(NCc1cccs1)c1cccc(N2CCCC2=O)c1	-4	-0.1	-0.2	-7
Cc1cc(NCc2cccnc2)nc(Nc2ccc(C(F)(F)F)cc2)n1	-17	-0.5	0.0	-13
CCN(CC)C(=O)/C(=C/c1ccc([N+](=O)[O-])cc1)NC(=O)c1ccco1	-8	1.9	-0.3	4
Cc1ccc2c(Cl)c(C(=O)NCc3ccc(S(N)(=O)=O)cc3)sc2c1	2	0.5	-0.1	6
COc1ccc(CCNC(=O)c2cccnc2SCC(=O)Nc2ccc(Br)cc2)cc1OC	10	-0.5	0.1	6
CCOc1cccc2c1OC(c1ccc(C(=O)OC)cc1)N1N=C(c3cccs3)CC21 (stereo not given)	10	-0.2	-0.1	-60
COC(=O)CN(C)C(=O)CC1C(=O)NCCN1Cc1ccc(C)cc1 (stereo not given)	8	-1.1	-0.2	-3

Sorted by length of the SMILES (descending): twelve of the compounds above
SMILES	MITF primary	GPR151 activ	FBW7 activator	TEAD-YAP inh
CCN(CC)C(=O)/C(=C/c1ccc([N+](=O)[O-])cc1)NC(=O)c1ccco1	-8	1.9	-0.3	4
CCOc1cccc2c1OC(c1ccc(C(=O)OC)cc1)N1N=C(c3cccs3)CC21 (stereo not given)	10	-0.2	-0.1	-60
COc1ccc(CCNC(=O)c2cccnc2SCC(=O)Nc2ccc(Br)cc2)cc1OC	10	-0.5	0.1	6
Cc1ccc2c(Cl)c(C(=O)NCc3ccc(S(N)(=O)=O)cc3)sc2c1	2	0.5	-0.1	6
O=S(=O)(NC1CCCCC1Sc1nncn1/N=C/c1ccco1)c1ccccc1 (stereo not given)	-7	-0.8	0.0	-1
Cc1ccc2sc(N3CCN(C(=O)c4ccc5ncsc5c4)CC3)nc2c1C	14	2.3	0.2	6
N#CC1=C(N)Oc2cc(N)ccc2C1c1ccc(C(F)(F)F)cc1 (stereo not given)	10	0.4	-0.1	6
CCOCCCNC(=O)CCc1nnc2ccc(N3CCN(C)CC3)nn12	4	1.2	-0.1	1
CCOc1ccc(Nc2nc(N)c(C(=O)C(C)(C)C)s2)cc1	7	1.1	-0.1	-59
COC(=O)c1ccccc1NC(=S)NC(=O)COc1ccccc1	7	0.7	0.1	0
O=C(NCc1cccs1)c1cccc(N2CCCC2=O)c1	-4	-0.1	-0.2	-7
Cc1nc(NCC(C)(C)C)sc1-c1ccn(C)n1	-3	0.2	0.2	-15

More compounds follow.
SMILES	MITF primary	GPR151 activ	FBW7 activator	TEAD-YAP inh
C=CCNC(=O)C(=O)NCCc1c[nH]c2ccccc12	3	0.3	0.1	2
COc1ccc(I)cc1S(=O)(=O)NCc1ccccn1	8	1.0	-0.2	0
CN=C1S/C(=C\c2cn(C(C)=O)nc2-c2ccc(F)cc2)C(=O)N1C	2	-1.4	-0.1	-6
CCc1ccc(NC2=CC(=O)CC(C)(C)C2)cc1	11	-0.4	-0.1	-4
Cc1cc(C)cc(CNc2nc(C)c(-c3ccn(C)n3)s2)c1	-4	-1.8	-0.2	2
CC1(C)CC(=O)C2=C(C1)OC1=C(C(=O)CC(C)(C)C1)C2c1ccc(OCc2c(F)cccc2Cl)cc1	7	1.3	0.1	12
O=C(CC(=O)Nc1ccc(Cl)c(Cl)c1)N/N=C/c1ccc(O)cc1	-7	3.0	-0.1	0
O=C(NCC1CCCN(Cc2ccc3nonc3c2)C1)c1ccc(F)cc1 (stereo not given)	6	-0.4	0.0	7
COc1cc(/C=N/NC(=O)COc2ccc(-c3ccccc3)cc2)ccc1OC(C)=O	28	-0.6	0.0	-14
O=C(NCC1CCCO1)c1ccccc1-c1ccccc1 (stereo not given)	19	0.9	0.1	16
CCOC(=O)C1=C(C)Nc2cc(C(F)(F)F)ccc2S1	0	1.5	0.0	-8
O=C(c1ccc2ncsc2c1)N1CCCCC1	13	1.5	0.2	-4
